# Bioassay records as filed in PubChem.
# HCT116 bCat-KO: beta-catenin-lacking colon tumor cell growth suppression; viability, % at 10 µM; actives 1.5% (n = 140,000); HCT116 beta-catenin knockout viability, CellTiter-Glo, 60 h; hits give low values;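 active = viability at or under a set limit, the compound median less 4 SD, cut at about 6% in these data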;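 also: 0% = Hyamine 1622 control at 20 µM and 100% = untreated cell control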
# Yeast lifespan up: yeast lifespan extension; S. cerevisiae growth with nicotinamide, OD615; deaD strain in restrictive glucose medium; inhibition of the nicotinamide effect, % at 10 µM; actives 0.68% (n = 130,000);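 active = inhibition above a set limit, placed 3 SD over the median of all compounds, cut at about 26% in these data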;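 also: 0% = nicotinamide-treated wells and 100% = cells grown without nicotinamide; some compounds called inactive have numbers as strong as hits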
#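 assay system = DeaD-strain S. cerevisiae | measured by = absorbance at 615 nm | probe or stimulus = nicotinamide 1.5 mM | buffer or medium = CSMM-D glucose medium, restrictive | times = 48 h at 30 °C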
# MRP1 act: MRP-1 activation; viability increase, % at 10 µM; H69AR cells + doxorubicin, viability rescue, CellTiter-Glo; actives 0.61% (n = 140,000);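 active = viability gain under doxorubicin at or above a set limit, the compound median plus 3 SD, cut at about 4.7% in these data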;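 also: MRP-1 overexpressing cells given doxorubicin 25 µM after compound pretreatment; 18-22 h compound pretreatment then 72 h with doxorubicin before readout; 0% = doxorubicin-only wells and 100% = vehicle-treated cells without doxorubicin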
# PTEN del growth: PTEN-deleted cell growth suppression; HCT116 PTEN-null viability, CellTiter-Glo, 60 h; hits give low values; viability, % at 10 µM; actives 1.2% (n = 140,000);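 active = viability at or below a set limit, 4 SD under the median of all tested compounds, cut at about 3.7% in these data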;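 also: PTEN knockout HCT116 line with beta catenin targeted HCT116 as companion control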
# GALR2 antag: blocks the human galanin receptor 2; O43603; GALR2-expressing cells, antagonist mode; inhibition, % at 4 µM; actives 0.39% (n = 140,000); AID 828; in the data active = inhibition above about 27%;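 also: cells stimulated with galanin 1-16 at roughly its EC80; 0% = agonist challenge control and 100% = basal control without agonist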
# Target sequence (O43603 whole entry, looked up): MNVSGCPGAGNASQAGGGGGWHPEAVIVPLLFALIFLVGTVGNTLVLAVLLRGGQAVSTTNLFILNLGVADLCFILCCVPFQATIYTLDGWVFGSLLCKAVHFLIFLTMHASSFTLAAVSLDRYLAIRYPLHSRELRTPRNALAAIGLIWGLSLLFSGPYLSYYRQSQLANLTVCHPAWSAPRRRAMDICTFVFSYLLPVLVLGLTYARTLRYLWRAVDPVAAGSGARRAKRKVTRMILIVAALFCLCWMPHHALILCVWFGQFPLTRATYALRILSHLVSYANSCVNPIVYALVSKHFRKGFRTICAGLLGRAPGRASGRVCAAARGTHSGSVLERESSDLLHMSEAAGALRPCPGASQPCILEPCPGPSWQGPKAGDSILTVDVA
# NPY-Y2 antag: antagonists of human neuropeptide Y receptor Y2 | P49146 | NPY-Y2 expressing cells, antagonist mode | inhibition, % at 2.7 µM | actives 0.99% (n = 140,000) | AID 793; in the data active = inhibition above about 17%;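 also: 0% = vehicle with agonist challenge and 100% = reference antagonist with challenge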
# Target sequence (P49146 whole entry, looked up): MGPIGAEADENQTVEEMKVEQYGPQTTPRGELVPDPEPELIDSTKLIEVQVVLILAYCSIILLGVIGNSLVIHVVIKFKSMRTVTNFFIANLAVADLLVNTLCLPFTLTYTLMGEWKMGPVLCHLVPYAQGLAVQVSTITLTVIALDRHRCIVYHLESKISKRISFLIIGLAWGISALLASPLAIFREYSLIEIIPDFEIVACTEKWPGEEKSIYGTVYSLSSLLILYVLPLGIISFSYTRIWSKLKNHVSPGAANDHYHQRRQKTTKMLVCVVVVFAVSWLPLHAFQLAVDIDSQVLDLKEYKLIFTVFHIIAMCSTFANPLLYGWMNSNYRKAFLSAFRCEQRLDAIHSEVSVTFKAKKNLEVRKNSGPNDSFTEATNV
# E-sel TNF inh: blocks E-selectin expression induced by TNF alpha; HUVEC TNFa-induced E-selectin immunofluorescence, high content; inhibition, % at 2 µM; actives 0.71% (n = 120,000); AID 1246;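 active = inhibition above the batch mean plus 3 SD, and confirmed as a hit on visual image review, cut at about 43% in these data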;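 also: 0% = TNF-stimulated DMSO wells and 100% = unstimulated control wells; not every result past the cut was called active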
# Measles CPE: protection of cells from measles virus; Measles virus-infected cells, CPE protection, absorbance; protection (pct of control), % at 4 µM; actives 1.5% (n = 140,000); AID 841; in the data active = protection mostly above about 24%, no sharp cut-off; inactive = mostly below about 26%; also: some compounds called inactive have numbers as strong as hits
# Phagocyt inh: inhibitors of macrophage phagocytosis; inhibition, % at 5 µM; actives 0.07% (n = 110,000); J774A.1 macrophage IgG-bead phagocytosis, imaging; AID 1029;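 active = inhibition above the mean of the plate negative controls plus 5 SD, cut at about 13% in these data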;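 also: phagocytic index as fraction of beads internalized from green versus red external bead signal; plate controls were DMSO negative control for no effect and cytochalasin-D positive control for full effect; some results beyond the cut were filed as inactive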
# BB579 growth dn: yeast BB579 growth reduction in restrictive medium. S. cerevisiae BB579 growth, OD615, 48 h. inhibition, % at 10 µM. actives 0.51% (n = 140,000). AID 804;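 active = inhibition above a set limit, 3 SD over the mean compound inhibition, cut at about 44% in these data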; also: inactives centre near -24
#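 Material: Saccharomyces cerevisiae DeaD strain BB579, replicative lifespan model yeast; buffer or medium: CSMM-D restrictive synthetic medium containing dextrose (glucose); compound: 10 µM single dose, DMSO 0.25%; timing: 48 h compound exposure at 30 °C after 4 h preincubation; signal: turbidity as optical density at 615 nm; benchmarks: positive control amphotericin B 10 µg/mL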
# An asterisk follows results filed as active; · = not tested or not shown. No enrichment for hits, and some 6.1% of all compounds hit somewhere here.
SMILES,HCT116 bCat-KO,Yeast lifespan up,MRP1 act,PTEN del growth,GALR2 antag,NPY-Y2 antag,E-sel TNF inh,Measles CPE,Phagocyt inh,BB579 growth dn
Cc1ccc(-c2ccc(=O)n(CCC(=O)NCCN3CCCCC3C)n2)cc1 (stereo unspecified),82,-7,-0.7,99,-5,2,-25,7,-1,-73
CN(C(=O)Nc1ccc(Cl)cc1Cl)[C@H]1c2cc(Br)ccc2OC[C@H]1CO,87,-12,-1.1,79,-1,-1,·,13,0,-71
COc1ccc(-c2nc3c(c(SCC(=O)N4CCOCC4)n2)COC(C)(C)C3)cc1,86,-5,0.2,87,13,8,-20,1,0,-12
CCOc1ccc(Nc2nc(CC(=O)OC)cc(=O)[nH]2)cc1,90,-26,-2.3,83,16,0,-6,10,1,17
COc1ccc(-c2nnc(SCC(N)=O)n2N)cc1,95,-13,-0.4,108,6,4,10,12,0,-36
COc1ccc(-c2nc(NC(=O)c3ccc(OCC(=O)Nc4ccc(F)cc4)c(OC)c3)sc2C)cc1,48,-1,-3.9,38,0,1,·,5,-5,-12
COc1ccc(NC(=O)Cn2c(C)cc(=O)c3ccccc32)cc1,68,19,-2.7,72,16,5,10,20,-4,-65
Cc1ccc2c(c1)NC(=O)C(CC(=O)NCCCN1CCc3ccccc3C1)O2 (stereo unspecified),80,-6,-3.3,81,3,3,-6,4,0,8
Brc1ccc(Oc2nsnc2N2CCOCC2)cc1,93,-15,-1.5,90,0,5,·,9,0,-19
CCOC(=O)N1CCC(NC(=O)CNS(=O)(=O)c2ccc(Br)s2)CC1,86,-3,-3.3,81,9,2,·,18,1,-21
COCCNC(=O)c1ccc(C(=O)C(=O)c2ccccc2)cc1,102,3,-1.0,105,0,3,·,7,-3,-41
Clc1ccccc1Cn1nnc2c(NCCN3CCOCC3)ncnc21,95,-7,-1.1,97,-1,1,-27,5,0,-8
Cc1ccc(S(=O)(=O)/N=C(/NC(=S)Nc2ccccc2)c2ccccc2)cc1,92,-24,-5.0,86,-7,1,-15,5,0,-2
O=C(Cc1ccc(Cl)cc1)Nc1ccccc1N1CCOCC1,100,-7,-2.9,95,-7,-1,2,7,·,-17
Nc1nc2n(n1)C(c1ccco1)CC(c1ccc(Cl)c(Cl)c1)N2 (stereo unspecified),73,-32,-1.8,68,-8,1,19,2,-1,22
Cc1ccc(-c2nnn(CC(=O)N3CCCc4ccccc43)n2)cc1,96,4,-1.9,94,-6,7,-33,8,·,-4
Cc1ccc2c(c1)C1C=CCC1C(C(=O)O)N2 (stereo unspecified),87,8,-1.3,95,-2,0,-9,5,0,-26
Cn1nc(-c2ccc(Cl)cc2)c2cc(C(=O)NCCCN3CCCC3)sc21,1.5*,-8,-6.5,1.7*,1,1,12,13,·,-6
O=C(CN1C(=O)c2ccccc2C1=O)Nc1ccccc1C(=O)NC1CCCCC1,99,6,0.2,109,0,0,·,1,0,-53
C=C(C)CC1(NC(C)c2ccccc2)CCCCC1 (stereo unspecified),93,5,-2.2,88,-9,5,·,7,-4,-8
O=C(NCCC1=CCCCC1)c1ccc(CN2CCOCC2)cc1,93,-4,-2.9,90,-18,7,-7,17,·,-39
CS(=O)(=O)N(CC(=O)N1CCCC1)c1ccc(OCc2ccccc2)cc1,89,1,-1.4,89,-1,4,8,14,4,-49
Cc1ccc(C)c(C(=O)CC2(O)C(=O)Nc3ccccc32)c1 (stereo unspecified),93,-12,-0.4,94,1,0,0,2,-1,-48
O=c1c(CN2CCN(c3cccc(Cl)c3)CC2)coc2c(Cl)cc(Cl)cc12,89,59,-2.9,85,-1,2,11,15,·,-49
COc1ccc(S(=O)(=O)N(C)c2c(C)n(C)n(-c3ccccc3)c2=O)cc1OC,97,-12,-1.1,104,9,2,9,14,0,-41

# Some of the entries above in another layout:
Compound	HCT116 bCat-KO	Yeast lifespan up	MRP1 act	PTEN del growth	GALR2 antag	NPY-Y2 antag	E-sel TNF inh	Measles CPE	Phagocyt inh	BB579 growth dn
Cc1ccc2c(c1)C1C=CCC1C(C(=O)O)N2 (stereo unspecified)	87	8	-1.3	95	-2	0	-9	5	0	-26
Cc1ccc(-c2nnn(CC(=O)N3CCCc4ccccc43)n2)cc1	96	4	-1.9	94	-6	7	-33	8	·	-4
Cc1ccc(C)c(C(=O)CC2(O)C(=O)Nc3ccccc32)c1 (stereo unspecified)	93	-12	-0.4	94	1	0	0	2	-1	-48

# Following part
SMILES,HCT116 bCat-KO,Yeast lifespan up,MRP1 act,PTEN del growth,GALR2 antag,NPY-Y2 antag,E-sel TNF inh,Measles CPE,Phagocyt inh,BB579 growth dn
CCSC(SCC)[C@H](O)[C@@H](O)[C@H](O)[C@H](O)CO,104,7,0.9,100,3,1,·,23,·,-64
CCCc1cc(=O)[nH]c(SCc2cc(C(=O)OC)c(C)o2)n1,105,-5,0.1,92,-1,15,6,26,0,21
N#Cc1cn(CC(=O)N2CCCC2)c2ccccc12,99,-5,-1.6,91,2,-1,-30,3,-1,4
CCOC(=O)c1c(NC(=O)c2cnn3c2NC(c2cccc(OC)c2)CC3C(F)(F)F)sc2c1CCCC2 (stereo unspecified),74,0,-1.0,71,-8,0,-18,2,-10,-41
Cc1ccc(C(=O)N2CCOCC2)cc1[N+](=O)[O-],98,1,-1.5,101,10,1,-15,4,·,-4
COc1ccc(C(CNC(=O)c2cc(C)oc2C)N2CCOCC2)cc1 (stereo unspecified),94,-5,-1.3,93,-2,6,0,0,-1,-47
COc1ccc(Oc2nc(SC)nc3ccccc23)cc1,85,-12,-0.2,78,-6,11,26,17,3,-13
CCOc1ccc(-c2nnc(-c3cccnc3)o2)cc1OCC,92,-15,-0.8,98,-14,0,·,15,·,-37
COC(=O)C1=NN(C(C)=O)C2(CC(=O)N(c3cccc(C)c3)C2=O)C1 (stereo unspecified),94,9,-1.1,91,-4,9,·,11,-4,-24
O=C1NCCCC2c3c(cc(Br)c(O)c3Br)OC12N1CCOCC1 (stereo unspecified),101,-2,1.3,99,-21,1,·,8,1,-22
Cc1ccc(NC(=O)/C(=C/c2cccs2)NC(=O)c2ccco2)cc1,91,6,-1.4,100,6,1,·,48,-11,-2
O=C(NC1CCCCCC1)c1c(O)c2ccccc2[nH]c1=O,81,53,-2.9,87,-1,0,2,4,0,-17
CCn1c(SCC(=O)N2CCC(C)CC2)nnc1-c1ccc(S(=O)(=O)N2CCN(C)CC2)cc1,87,-2,-0.5,100,-18,4,4,32,1,-36
CCCn1c2c(c(O)c(C(=O)Nc3ccc(OCC)cc3)c1=O)CCCC2,84,2,2.9,82,-13,2,·,10,-1,-40
CS(=O)(=O)N(CC(=O)NC1CCCC1)Cc1ccc(Cl)cc1,86,44,0.2,93,-4,3,-3,5,-1,-28
Cc1nn(C)cc1C(C(=O)NC1CCCCC1)N(C(=O)Cc1cccs1)c1ccc(C(C)C)cc1 (stereo unspecified),77,-8,-1.9,74,3,6,-7,19,·,-36
COc1ccc(C(=O)/C=C/c2ccc(OC(=O)c3cc(OC)c(OC)c(OC)c3)cc2)cc1,22,-4,-6.0,14,-6,2,·,9,-9,-2
O=C(N/N=C/c1ccccc1F)NC1CCCCC1,92,-3,-0.7,87,2,2,·,19,-10,-19
COc1ccc(C(=O)c2c(C)oc3ccc(O)c(CN4CCOCC4)c23)cc1,100,6,-1.7,95,-1,3,·,3,1,2
CC(C)(C)n1ncc2c(=O)n(CC(=O)Nc3ccccc3)cnc21,91,0,0.8,93,0,-3,9,20,-1,-17
O=C(C#Cc1ccccc1)c1cccc([N+](=O)[O-])c1,2.4*,6,-2.6,2.1*,34*,3,18,6,-2,35
C/C(=N/Nc1nc(-c2ccccc2)cc(-c2ccc(F)cc2)n1)c1cccc(N)c1,63,-1,-4.8,53,-13,-3,-11,8,-7,-6
Cc1ccc(CNC(=O)COC(=O)c2ccc(S(=O)(=O)N3CCCC3)cc2)cc1,98,-9,0.8,100,2,-2,-8,5,0,-44
Cc1nc(Cl)c(C(=O)NCCC(C)C)c(C)c1[N+](=O)[O-],102,-1,-2.4,91,14,0,·,28,-9,-23
O=C(/C=C/c1ccc(F)cc1)Nc1cccc(S(=O)(=O)Nc2cccc(C(F)(F)F)c2)c1,78,4,-3.4,84,0,-2,51,9,-7,-14
SMILES,HCT116 bCat-KO,Yeast lifespan up,MRP1 act,PTEN del growth,GALR2 antag,NPY-Y2 antag,E-sel TNF inh,Measles CPE,Phagocyt inh,BB579 growth dn
COCCCNC(=S)NC(=O)c1ccc([N+](=O)[O-])cc1,96,1,0.2,102,11,4,·,65*,-6,-33
COc1ccc(C(=O)N(CN2CCCC2=O)c2ccc(C)cc2)cc1,97,-4,-1.7,94,2,0,·,8,·,-2
CCOC(=O)CN1C(=O)S/C(=C/c2ccc(OC)c([N+](=O)[O-])c2)C1=O,86,19,-1.5,91,-11,10,·,2,-8,-37
CN1CSC2=C(C#N)C(c3cccc(OCc4ccccc4)c3)CC(=O)N2C1 (stereo unspecified),57,-11,-3.3,47,2,1,·,63*,0,-3
Cc1ccc(Cn2ccc(NC(=O)c3cc(-c4ccc(Br)cc4)on3)n2)cc1,93,-9,0.1,92,-9,0,·,21,-2,-56
CC(C)CNS(=O)(=O)c1ccc(CCC(=O)Nc2ccc3c(c2)OCO3)cc1,79,-12,-3.3,86,-7,5,4,16,1,-25
COc1ccc(C)cc1S(=O)(=O)N(C)CC(=O)N1CCCCCC1,95,-6,-0.5,95,-18,1,-15,2,0,-10
CCCOc1ccc(/C(O)=C2/C(=O)C(=O)N(CCN(C)C)C2c2ccc(OC)c(OC)c2)cc1 (stereo unspecified),100,-23,-1.1,102,-1,0,7,6,·,2
CCOC(=O)/C(C#N)=C/c1cc(C)n(-c2ccccc2)c1C,87,-12,-1.0,78,-5,6,10,14,2,-47
CCCCNC(=O)NS(=O)(=O)c1ccc(C(=O)OC(C)C)o1,96,1,0.3,99,6,4,-11,30,·,-43
O=C(COc1ccc2ccccc2c1)NCCNC(=O)COc1ccc2ccccc2c1,95,5,-1.1,93,2,4,-3,85*,1,-63
CCN1CCN(CC(=O)Nc2cc(F)ccc2C)CC1,96,1,-0.2,107,1,2,15,13,0,-18
COC(=O)/C=C1/S/C(=N/N=C/c2ccc(N(C)C)cc2)NC1=O,82,-4,1.0,93,-4,3,·,9,-8,-32
COc1ccc(NC(=O)c2cc(-c3ccccc3)oc2C)cc1,101,-4,1.6,98,4,12,16,4,17,-20
Cn1c(/C=N/n2cnnc2)nc2ccccc21,80,7,-1.9,91,3,0,14,6,-2,-77
O=C1C(=O)N(CCN2CCOCC2)C(c2ccncc2)/C1=C(/O)c1ccc2c(c1)OCO2 (stereo unspecified),97,-3,-3.1,100,9,4,·,9,·,9
CC1=C(CC/C(C)=N/NC(N)=S)C(C)(C)CCC1,86,·,-5.0,88,7,1,-3,22,·,-30
O=C(/C=C/c1ccccc1)NCCSCc1ccccc1,90,-4,-2.8,88,-17,10,4,9,0,-9
COc1ccc(NC(=S)NCC2CCCO2)c(C)c1 (stereo unspecified),97,3,0.3,98,1,1,·,9,-2,-28
CCCCOc1ccc(/C=C/C(=O)OCC(=O)NC(=O)NCC(C)C)cc1OCC,96,6,0.1,95,1,4,84*,6,·,-16
